Screening data from PubChem.
KCNK3 block: human KCNK3 channel inhibition, primary screen; O14649; CHO-KCNK3 thallium flux, FluxOR fluorescence; active compounds read low; B-score at 10 µM; hit rate 0.84% among 340,000;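 active = B-score under library mean minus 4 SD, starting fluorescence ratio at most library mean plus 5 SD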;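 also: more negative B-score means stronger inhibition of thallium flux through KCNK3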
HDAC3 inhib: human HDAC3 inhibition; hit rate 0.15% among 320,000; recombinant HDAC3, fluorogenic peptide/trypsin coupled, fluorescence; O15379; inhibition, % at 8.3 µM; in the data active = inhibition above about 26%, passing the limit was not always enough; inconclusive = no clear call, values can overlap the other calls
TMEM16A act: mouse TMEM16A channel activation, primary screen. Q8BHY3. HEK293 TMEM16A/YFP-H148Q/I152L, iodide quench fluorescence; active compounds read low. B-score at 10 µM. hit rate 0.3% among 340,000;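 active = fluorescence-ratio B-score plate-corrected deviation score at least 3 library SD below zero, with starting fluorescence score within 5 deviations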;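 also: channel opened by trigger with iodide after compound preincubation; score built on the fluorescence ratio of max minus min over baseline; more negative score means more quench and so TMEM16A activation or potentiation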
Target sequence (Q8BHY3 whole entry, looked up): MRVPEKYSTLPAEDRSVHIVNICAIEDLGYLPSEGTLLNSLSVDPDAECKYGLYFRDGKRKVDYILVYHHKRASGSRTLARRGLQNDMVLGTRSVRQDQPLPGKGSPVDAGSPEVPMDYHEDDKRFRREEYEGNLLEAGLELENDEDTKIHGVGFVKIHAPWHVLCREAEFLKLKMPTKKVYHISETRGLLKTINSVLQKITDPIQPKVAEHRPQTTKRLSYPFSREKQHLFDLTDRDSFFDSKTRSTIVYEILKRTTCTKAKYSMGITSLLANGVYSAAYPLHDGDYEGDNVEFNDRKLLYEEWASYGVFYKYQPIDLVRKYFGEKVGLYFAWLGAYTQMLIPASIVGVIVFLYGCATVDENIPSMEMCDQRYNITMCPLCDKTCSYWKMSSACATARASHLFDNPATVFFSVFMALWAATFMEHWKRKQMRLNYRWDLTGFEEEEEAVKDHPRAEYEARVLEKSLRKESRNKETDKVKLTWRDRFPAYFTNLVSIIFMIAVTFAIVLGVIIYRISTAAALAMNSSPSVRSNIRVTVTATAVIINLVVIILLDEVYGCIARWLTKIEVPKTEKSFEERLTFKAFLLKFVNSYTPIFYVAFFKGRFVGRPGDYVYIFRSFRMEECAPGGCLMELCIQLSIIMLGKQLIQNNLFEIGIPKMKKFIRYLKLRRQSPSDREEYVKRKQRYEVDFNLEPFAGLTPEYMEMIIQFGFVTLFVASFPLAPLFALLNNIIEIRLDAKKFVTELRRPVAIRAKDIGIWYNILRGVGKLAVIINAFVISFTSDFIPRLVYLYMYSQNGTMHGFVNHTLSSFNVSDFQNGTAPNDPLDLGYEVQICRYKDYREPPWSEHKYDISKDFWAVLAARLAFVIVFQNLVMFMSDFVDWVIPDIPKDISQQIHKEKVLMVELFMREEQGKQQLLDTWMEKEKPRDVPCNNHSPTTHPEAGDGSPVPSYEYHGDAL
Dyrk1A ADPGlo: inhibitors of rat Dyrk1A kinase; Q63470; ADP-Glo luminescence, NFATc1 peptide; inhibition, % at 12.5 µM; hit rate 0.43% among 310,000; in the data active = inhibition above about 50%;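 also: plate controls were vehicle with enzyme for no effect and no enzyme for full effect; many of its hits are not listed in these tables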
The depositor's hits bear a star.

How did COc1ccccc1NS(=O)(=O)c1cc(N)ccc1N1CCCC1 do in these assays?
KCNK3 block: inactive; HDAC3 inhib: 1; TMEM16A act: inactive; Dyrk1A ADPGlo: -2

Results for Cn1nc(C(=O)NCC(c2cccs2)N2CCOCC2)c2ccccc2c1=O (stereo not given) ?
KCNK3 block: inactive; HDAC3 inhib: -1; TMEM16A act: inactive; Dyrk1A ADPGlo: 0

What do the screens show for `O=C(NNC(=O)c1ccc2nc[nH]c2c1)c1ccccc1`?
KCNK3 block: inactive; HDAC3 inhib: 5; TMEM16A act: inactive; Dyrk1A ADPGlo: 1

How did COc1ccc(-n2sc3ccc(F)cc3c2=O)cc1 do in these assays?
KCNK3 block: inactive; HDAC3 inhib: inconclusive; TMEM16A act: inactive; Dyrk1A ADPGlo: 7

What do the screens show for `COc1ccc(-c2c(-c3cc(OC)cc(OC)c3)n(C)c3ccc(-c4cnc(OC)nc4)cc23)cc1`?
KCNK3 block: inactive; HDAC3 inhib: -8; TMEM16A act: inactive; Dyrk1A ADPGlo: 5

Results for CN(CC(=O)Nc1cccc(F)c1)C(=O)c1cccc(N2C(=O)CCC2=O)c1 ?
KCNK3 block: inactive; HDAC3 inhib: -1; TMEM16A act: inactive; Dyrk1A ADPGlo: 4

What do the screens show for `CC(C)(CNS(=O)(=O)c1cccs1)N1CCOCC1`?
KCNK3 block: inactive; HDAC3 inhib: -1; TMEM16A act: inactive; Dyrk1A ADPGlo: -5

What do the screens show for `O=C(NCc1cccc(OC(F)(F)F)c1)c1ccc2c(c1)S(=O)(=O)c1cc(Cl)ccc1C2=O`?
KCNK3 block: inactive; HDAC3 inhib: 3; TMEM16A act: inactive; Dyrk1A ADPGlo: 1

How did COc1ccc(-c2nnc(SCC(=O)NC(=O)Cc3ccccc3)n2C)cc1 do in these assays?
KCNK3 block: inactive; HDAC3 inhib: -4; TMEM16A act: inactive; Dyrk1A ADPGlo: -7

How did O=C(C[C@H]1C/C=C\C[C@@H](Cc2ccc(F)cc2)C(=O)O[C@H](c2ccccc2)CNC1=O)NCCO do in these assays?
KCNK3 block: inactive; HDAC3 inhib: -3; TMEM16A act: inactive; Dyrk1A ADPGlo: 5

Results for O=C(Cc1coc2cc(O)ccc12)NNC(=O)c1cccs1 ?
KCNK3 block: inactive; HDAC3 inhib: -4; TMEM16A act: inactive; Dyrk1A ADPGlo: 7

Results for COc1cccc(NC(=O)CN2C(=O)C(=O)N(C3CCCC3)C2=O)c1 ?
KCNK3 block: inactive; HDAC3 inhib: -6; TMEM16A act: inactive; Dyrk1A ADPGlo: 1

Results for O=C(NNC(=O)c1ccccc1Cl)c1ccc2c(c1)OCCO2 ?
KCNK3 block: inactive; HDAC3 inhib: -1; TMEM16A act: inactive; Dyrk1A ADPGlo: 5

What do the screens show for `COc1ccc2sc(-c3ccc(N(C)C)cc3)c(-c3cnc(OC)nc3)c2c1`?
KCNK3 block: inactive; HDAC3 inhib: 1; TMEM16A act: inactive; Dyrk1A ADPGlo: -4

What do the screens show for `CC(OC(=O)c1ccc(-n2cnnn2)cc1)C(=O)Nc1ccccc1F` (stereo not given)?
KCNK3 block: inactive; HDAC3 inhib: 4; TMEM16A act: inactive; Dyrk1A ADPGlo: 0

How did CCOC(=O)C1=C(COC(=O)c2ccco2)NC(=O)NC1CC (stereo not given) do in these assays?
KCNK3 block: inactive; HDAC3 inhib: -1; TMEM16A act: inactive; Dyrk1A ADPGlo: -6

What do the screens show for `Cc1ccc(N(Cc2ccccc2)C(=O)c2ccc(C)c(S(=O)(=O)N3CCOCC3)c2)cc1`?
KCNK3 block: inactive; HDAC3 inhib: -3; TMEM16A act: inactive; Dyrk1A ADPGlo: 3

What do the screens show for `O=C(COC(=O)c1cccc(Br)c1)NCC1CCCO1` (stereo not given)?
KCNK3 block: inactive; HDAC3 inhib: -7; TMEM16A act: inactive; Dyrk1A ADPGlo: -3

What do the screens show for `Cc1cc(C)nc(NNS(=O)(=O)c2c(F)cc(F)cc2Br)n1`?
KCNK3 block: inactive; HDAC3 inhib: -1; TMEM16A act: inactive; Dyrk1A ADPGlo: -3

How did COc1ccc(-c2c(-c3ccc(C#N)cc3)oc(=O)c3cc(OC)c(OC)cc23)cc1 do in these assays?
KCNK3 block: inactive; HDAC3 inhib: -18; TMEM16A act: inactive; Dyrk1A ADPGlo: 3

3 entries drawn at random from the list so far:
Results for O=C(NNC(=O)c1ccccc1Cl)c1ccc2c(c1)OCCO2 ?
KCNK3 block: inactive; HDAC3 inhib: -1; TMEM16A act: inactive; Dyrk1A ADPGlo: 5

What do the screens show for `CC(OC(=O)c1ccc(-n2cnnn2)cc1)C(=O)Nc1ccccc1F` (stereo not given)?
KCNK3 block: inactive; HDAC3 inhib: 4; TMEM16A act: inactive; Dyrk1A ADPGlo: 0

What do the screens show for `O=C(COC(=O)c1cccc(Br)c1)NCC1CCCO1` (stereo not given)?
KCNK3 block: inactive; HDAC3 inhib: -7; TMEM16A act: inactive; Dyrk1A ADPGlo: -3

(more compounds)
Results for Cc1ccc(NC(=O)COC(=O)C2(CC(=O)NC(C)(C)C)CCCC2)cc1C ?
KCNK3 block: inactive; HDAC3 inhib: 4; TMEM16A act: inactive; Dyrk1A ADPGlo: -4

How did COc1ccc(-c2c(C#Cc3ccsc3)c3cc(-c4ccc(C(N)=O)cc4)ccc3n2C)cc1 do in these assays?
KCNK3 block: inactive; HDAC3 inhib: -11; TMEM16A act: inactive; Dyrk1A ADPGlo: 1

What do the screens show for `COc1cc(-c2cc(C(=O)Nc3ccc(C)c(S(=O)(=O)N4CCOCC4)c3)c3ccccc3n2)cc(OC)c1OC`?
KCNK3 block: inactive; HDAC3 inhib: -1; TMEM16A act: inactive; Dyrk1A ADPGlo: -1

Results for O=C(O)c1cccc2c1C(=O)c1ccc(N3CCCC3)cc1S2(=O)=O ?
KCNK3 block: inactive; HDAC3 inhib: 7; TMEM16A act: inactive; Dyrk1A ADPGlo: 8

How did Cc1noc(C)c1C(=O)N1CCN(c2ccccc2O)CC1 do in these assays?
KCNK3 block: inactive; HDAC3 inhib: 0; TMEM16A act: inactive; Dyrk1A ADPGlo: -1

Results for CCN(C(=O)CN1CCCC(C)C1)c1c(N)n(Cc2ccccc2)c(=O)[nH]c1=O (stereo not given) ?
KCNK3 block: inactive; HDAC3 inhib: 0; TMEM16A act: inactive; Dyrk1A ADPGlo: 5

What do the screens show for `CN(CC(=O)Nc1ccccc1C(F)(F)F)C(=O)CSc1nnc(N)s1`?
KCNK3 block: inactive; HDAC3 inhib: 0; TMEM16A act: inactive; Dyrk1A ADPGlo: 1

What do the screens show for `CCOc1cccc(C2C(C(=O)c3ccco3)=C(O)C(=O)N2c2nnc(C)s2)c1` (stereo not given)?
KCNK3 block: inactive; HDAC3 inhib: -3; TMEM16A act: inactive; Dyrk1A ADPGlo: 6

What do the screens show for `Cc1ccc(S(=O)(=O)Nc2ccc3c(c2)CC(=O)N([C@H](C)CO)C[C@@H](C)[C@H](CN(C)S(=O)(=O)c2ccccc2)O3)cc1`?
KCNK3 block: inactive; HDAC3 inhib: 7; TMEM16A act: inactive; Dyrk1A ADPGlo: 1

How did O=C(COC(=O)c1cc(S(=O)(=O)N2CCOCC2)ccc1F)Nc1cc([N+](=O)[O-])ccc1F do in these assays?
KCNK3 block: inactive; HDAC3 inhib: 5; TMEM16A act: inactive; Dyrk1A ADPGlo: 4

What do the screens show for `Cc1cccc(NC(=O)CSCC(=O)N2CCN(C(=O)c3ccco3)CC2)c1`?
KCNK3 block: inactive; HDAC3 inhib: 1; TMEM16A act: inactive; Dyrk1A ADPGlo: 1

How did CCCCCn1nc(C(=O)N(CC)c2c(N)n(CCCC)c(=O)[nH]c2=O)c2ccccc2c1=O do in these assays?
KCNK3 block: inactive; HDAC3 inhib: -1; TMEM16A act: inactive; Dyrk1A ADPGlo: 3

Results for C=CC[C@H](CC(=O)N(CCO)Cc1ccccc1)C(=O)N[C@H](COC(=O)[C@@H](CC=C)CC(=O)OC(C)(C)C)Cc1ccccc1 ?
KCNK3 block: inactive; HDAC3 inhib: 30*; TMEM16A act: inactive; Dyrk1A ADPGlo: 2

What do the screens show for `COc1ccc(C(=O)N2CCN(c3ccc(C(C)=O)cc3F)CC2)cc1S(=O)(=O)NC1CC1`?
KCNK3 block: inactive; HDAC3 inhib: 6; TMEM16A act: inactive; Dyrk1A ADPGlo: 0

How did Oc1ccccc1-c1cc(-c2ccccc2)n[nH]1 do in these assays?
KCNK3 block: inactive; HDAC3 inhib: -1; TMEM16A act: inactive; Dyrk1A ADPGlo: 21

Results for CCCNC(=O)C(Cc1ccc(C(F)(F)F)cc1)NC(=O)c1ccc(C#N)cc1 (stereo not given) ?
KCNK3 block: inactive; HDAC3 inhib: -3; TMEM16A act: inactive; Dyrk1A ADPGlo: 0

How did CC(Sc1ccc(S(=O)(=O)N2CCCC2)cn1)C(N)=O (stereo not given) do in these assays?
KCNK3 block: inactive; HDAC3 inhib: 3; TMEM16A act: inactive; Dyrk1A ADPGlo: -6

What do the screens show for `O=C(COC(=O)c1n[nH]c(=O)c2ccccc12)Nc1ccccc1F`?
KCNK3 block: inactive; HDAC3 inhib: -2; TMEM16A act: inactive; Dyrk1A ADPGlo: 0

How did Cc1ccc(S(=O)(=O)Nc2cccc(Cl)c2)cc1NC(=O)C1CC1 do in these assays?
KCNK3 block: inactive; HDAC3 inhib: 3; TMEM16A act: inactive; Dyrk1A ADPGlo: 2

How did Cc1ccc(C(=O)OCC(=O)NCC2COc3ccccc3O2)cc1 (stereo not given) do in these assays?
KCNK3 block: inactive; HDAC3 inhib: -1; TMEM16A act: inactive; Dyrk1A ADPGlo: 9

Results for CN(C)S(=O)(=O)c1ccc(N2CCCC2)c(C(=O)NNC(=O)c2ccc(F)cc2)c1 ?
KCNK3 block: inactive; HDAC3 inhib: 3; TMEM16A act: inactive; Dyrk1A ADPGlo: -2

Results for CC(C)n1cnc2c(NCc3ccccc3)cc(OCC3CCN(C)CC3)cc21 ?
KCNK3 block: inactive; HDAC3 inhib: 1; TMEM16A act: inactive; Dyrk1A ADPGlo: 36

How did O=C(C[C@H]1C/C=C\CC[C@H](Cc2ccc(F)cc2)C(=O)OCCNC1=O)NCCO do in these assays?
KCNK3 block: inactive; HDAC3 inhib: 1; TMEM16A act: inactive; Dyrk1A ADPGlo: 2

Results for O=C(COC(=O)/C=C/c1ccc(F)cc1)NC1CCCCCC1 ?
KCNK3 block: inactive; HDAC3 inhib: 1; TMEM16A act: inactive; Dyrk1A ADPGlo: -2

What do the screens show for `CCN1C(=NCCOC)N[C@@H](c2cccc(C(F)(F)F)c2)C(C(=O)OC)=C1C`?
KCNK3 block: inactive; HDAC3 inhib: -4; TMEM16A act: inactive; Dyrk1A ADPGlo: 3

Results for CC(C)(C)OC(=O)C[C@@H]1C/C=C\C[C@H](CC(=O)N(CCO)Cc2ccccc2)C(=O)N[C@@H](Cc2ccccc2)COC1=O ?
KCNK3 block: inactive; HDAC3 inhib: 3; TMEM16A act: inactive; Dyrk1A ADPGlo: 4

What do the screens show for `CCCCn1c(N)c(N(CCC(C)C)C(=O)COC(=O)/C=C/c2ccc(F)cc2)c(=O)[nH]c1=O`?
KCNK3 block: inactive; HDAC3 inhib: 2; TMEM16A act: inactive; Dyrk1A ADPGlo: 1

Results for COc1cc2cnc(CCCC#N)cc2cc1OC ?
KCNK3 block: inactive; HDAC3 inhib: 0; TMEM16A act: inactive; Dyrk1A ADPGlo: 6

Results for O=C(Cn1ccc(NC(=O)OCc2ccccc2)nc1=O)NCc1nc2ccccc2[nH]1 ?
KCNK3 block: inactive; HDAC3 inhib: 6; TMEM16A act: inactive; Dyrk1A ADPGlo: 12

Results for COC(=O)c1ccc(CN=C(NS(=O)(=O)c2ccccc2)c2ccccc2)cc1 ?
KCNK3 block: inactive; HDAC3 inhib: 3; TMEM16A act: inactive; Dyrk1A ADPGlo: 1

Results for C[C@H](NC(=O)c1nc[nH]c1C(=O)N[C@@H](CCCCN)C(=O)OC(C)(C)C)C(=O)OCc1ccccc1 ?
KCNK3 block: inactive; HDAC3 inhib: 2; TMEM16A act: inactive; Dyrk1A ADPGlo: 1

Results for O=C(Cn1cc(C(F)(F)F)ccc1=O)OCC(=O)c1ccc[nH]1 ?
KCNK3 block: inactive; HDAC3 inhib: -3; TMEM16A act: inactive; Dyrk1A ADPGlo: -5

What do the screens show for `Cc1cccc(S(=O)(=O)Nc2ccc(S(=O)(=O)Nc3nccs3)cc2)c1`?
KCNK3 block: inactive; HDAC3 inhib: 1; TMEM16A act: inactive; Dyrk1A ADPGlo: 4

What do the screens show for `Cc1cc(C)cc(S(=O)(=O)Cc2noc(C(=O)NCc3ccccc3)c2C(=O)NCc2ccccc2)c1`?
KCNK3 block: inactive; HDAC3 inhib: 16; TMEM16A act: inactive; Dyrk1A ADPGlo: -10

How did O=C(CSc1nnc(-c2ccncc2)n1-c1ccccc1)NCC1CCCO1 (stereo not given) do in these assays?
KCNK3 block: inactive; HDAC3 inhib: 2; TMEM16A act: inactive; Dyrk1A ADPGlo: 0

How did O=C(CNS(=O)(=O)c1ccccc1F)OCC(=O)c1c[nH]c2ccccc12 do in these assays?
KCNK3 block: inactive; HDAC3 inhib: 2; TMEM16A act: inactive; Dyrk1A ADPGlo: 2

How did COc1cccc(C(=O)OC(C)C(=O)NCC2CCCCC2)c1 (stereo not given) do in these assays?
KCNK3 block: inactive; HDAC3 inhib: -4; TMEM16A act: inactive; Dyrk1A ADPGlo: -3

The list is partial; the hit share may differ from the screen's.
